ANO1 activ – TMEM16A chloride channel activators or potentiators, primary screen, cell-based, HTS | B-score at 10 µM | HEK293 TMEM16A/YFP-H148Q/I152L, iodide quench fluorescence; hits give low values | 340,000 compounds, 0.3% hits | Anoctamin-1 (Mus musculus), Q8BHY3;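 active = fluorescence-ratio B-score plate-corrected deviation score at least 3 library SD below zero, with starting fluorescence score within 5 deviations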;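 also: channel opened by trigger with iodide after compound preincubation; score built on the fluorescence ratio of max minus min over baseline; more negative score means more quench and so TMEM16A activation or potentiation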
Target sequence (Q8BHY3 whole entry, looked up): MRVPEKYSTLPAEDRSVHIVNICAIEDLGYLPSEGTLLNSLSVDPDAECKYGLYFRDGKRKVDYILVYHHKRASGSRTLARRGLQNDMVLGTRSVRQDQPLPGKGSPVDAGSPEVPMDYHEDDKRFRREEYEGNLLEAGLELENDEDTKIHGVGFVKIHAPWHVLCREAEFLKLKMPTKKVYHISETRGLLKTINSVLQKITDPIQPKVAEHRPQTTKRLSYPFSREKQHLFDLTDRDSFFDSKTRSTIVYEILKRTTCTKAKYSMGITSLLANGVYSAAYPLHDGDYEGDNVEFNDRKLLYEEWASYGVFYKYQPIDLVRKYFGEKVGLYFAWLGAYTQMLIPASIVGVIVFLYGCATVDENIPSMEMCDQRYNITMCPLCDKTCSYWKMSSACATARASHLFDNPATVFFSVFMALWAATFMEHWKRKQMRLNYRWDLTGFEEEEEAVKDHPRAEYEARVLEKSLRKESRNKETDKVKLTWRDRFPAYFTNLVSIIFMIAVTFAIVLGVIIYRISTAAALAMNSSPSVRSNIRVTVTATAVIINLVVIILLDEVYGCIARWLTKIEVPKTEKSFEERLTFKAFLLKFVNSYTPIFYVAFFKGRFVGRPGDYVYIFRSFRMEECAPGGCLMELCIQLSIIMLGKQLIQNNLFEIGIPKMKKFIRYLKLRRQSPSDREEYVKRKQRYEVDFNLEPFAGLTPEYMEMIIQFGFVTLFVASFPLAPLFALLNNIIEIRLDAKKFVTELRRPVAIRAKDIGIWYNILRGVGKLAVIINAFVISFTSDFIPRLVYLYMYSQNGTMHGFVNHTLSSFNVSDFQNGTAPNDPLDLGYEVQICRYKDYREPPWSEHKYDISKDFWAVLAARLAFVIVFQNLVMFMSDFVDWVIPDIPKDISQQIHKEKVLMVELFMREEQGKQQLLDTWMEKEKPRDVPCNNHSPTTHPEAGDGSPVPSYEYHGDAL
HDAC3 inh – HDAC3 deacetylase inhibitors, primary screen, biochemical, fluorescence, cell-free homogeneous | inhibition, % at 8.3 µM | recombinant HDAC3, fluorogenic peptide/trypsin coupled | 320,000 compounds, 0.15% hits; in the data active = inhibition above about 26%, passing the limit was not always enough; inconclusive = no clear call, values can overlap the other calls
An asterisk follows results filed as active; i = inactive; ? = inconclusive.

SMILES	ANO1 activ	HDAC3 inh
Cc1cc(C)n2nc(SCC(=O)N3CCC(C(=O)O)CC3)nc2n1	i	-12
COc1ccccc1OCCNC(=O)C1CC(=O)N(c2ccccc2OC)C1 (stereo unspecified)	i	0
CC(C)CCNC(=O)c1ccccc1SCC(=O)NC1CCCCCCC1	i	-5
Cc1ccc(NC(=O)COc2ccc3c(c2)OCO3)c(C)c1	i	1
O=C(C[C@@H]1C/C=C\C[C@H](Cc2ccc(F)cc2)C(=O)OC[C@@H](Cc2c[nH]c3ccccc23)NC1=O)NCCO	i	2
COc1ccc(S(=O)(=O)N2CCN(Cc3cc(=O)n4ccccc4n3)CC2)cc1	i	2
Cc1c(C(=O)OCC(=O)NCCN2C(=O)CSC2=O)cccc1[N+](=O)[O-]	i	4
Cc1cc(C(=O)COC(=O)c2ccc(NC(=O)CC#N)cc2)c(C)n1-c1ccc(OC(F)F)cc1	i	10
O=C(CN1C(=O)NC(c2ccccc2)(c2ccccc2)C1=O)NCc1ccc(F)cc1	i	2
NS(=O)(=O)c1ccc(CCNC(=O)c2cc([N+](=O)[O-])ccc2N2CCOCC2)cc1	i	5
COc1cccc(CC(=O)OCC(=O)NC2CCCC2)c1	i	-5
CC1CCCC(NC(=O)c2cccc(S(=O)(=O)NCc3ccccc3)c2)C1C (stereo unspecified)	i	8
C[C@H](OC(=O)n1ccnc1)[C@@H]1O[C@@]2(C)CCC[C@@H]1O2	i	-6
Cc1ccc(C)c(N2N=C(C(=O)Nc3cccc(S(=O)(=O)N4CCCCC4)c3)CCC2=O)c1	i	5
Cn1nnnc1Sc1ncnc2scc(-c3ccccc3Cl)c12	i	-1
Cc1cccc(OC(C)C(=O)OCC(=O)Nc2sccc2C(N)=O)c1 (stereo unspecified)	i	2
Cc1cccc(C)c1NC(=O)CSc1nc2[nH]c(=O)cc(O)c2s1	i	-1
CC(=O)Nc1ccc(NC(=O)c2ccc(OCc3c(C)noc3C)cc2)cc1	i	-6
COc1cccc(CC(=O)NN2C(=O)NC3(CCCCC3)C2=O)c1	i	-7
CC(OC(=O)c1cc(=O)c2ccccc2o1)C(=O)c1ccccc1 (stereo unspecified)	i	8
Cc1cccc(C)c1NC(=O)CNC(=O)c1ccc2ccccc2n1	i	-5
COc1ccc([C@H]2CC(=O)C=C(c3ccc(OC)cc3OC)C2)cc1	i	-5
COc1ccc(-n2nnnc2SCC(=O)Nc2c(C)n[nH]c2C)cc1	i	3
CC1(C)C(=O)Nc2ccccc2N1C(=O)COC(=O)c1cccc(O)c1	i	3
CS(=O)(=O)c1ccc(Cl)c(NC(=O)CN2CCN(C(=O)c3cccs3)CC2)c1	i	-1
CC[C@]12c3[nH]c4ccccc4c3CCN1C(=O)C(CC(=O)NCc1cccc(C(F)(F)F)c1)C[C@@H]2C(=O)N1CCN(C(=O)c2ccco2)CC1 (stereo partly specified)	i	0
O=C(NCC1COc2ccccc2O1)C1CCN(S(=O)(=O)c2ccc(Cl)cc2)CC1 (stereo unspecified)	i	-3
O=C(Cc1ccc(S(=O)(=O)N2CCOCC2)s1)NNC(=O)c1ccccc1Cl	i	-3
COc1ccc([C@H]2CC(=O)C=C(c3cc4ccccc4c4ccccc34)C2)cc1	i	-12
O=C(COC(=O)c1c(F)cccc1Cl)NC(=O)Nc1ccc2c(c1)OCCO2	i	-9
O=C(COC(=O)Cc1ccc(F)cc1)Nc1ccc(Cl)cn1	i	3
CCCn1nc(C(=O)NNC(=O)CCCOc2ccc(OC)cc2)c2ccccc2c1=O	i	7
Cc1ccc(NC(=O)COC(=O)C2CCC2)cc1S(=O)(=O)N1CCOCC1	i	1
COC(=O)c1ccc(CNC(=O)Cn2cnc3c(OCc4ccccc4)ncnc32)cc1	i	-4
COc1ccc(S(=O)(=O)N2CCN(CCOc3ccc(Br)cc3)CC2)cc1OC	i	-7
CCOc1ccc(NC(=O)CN(C)C(=O)COc2cccc3c2OC(C)(C)C3)cc1OCC	i	10
Cc1ccc(CNC(=O)COC(=O)CN2C(=O)C3CC=CCC3C2=O)cc1 (stereo unspecified)	i	2
CSc1nc(N)nc2c1ncn2CC(=O)N1CCN(c2ccccn2)CC1	i	4
O=S(=O)(NCC(c1ccco1)N1CCCCC1)c1ccccc1C(F)(F)F (stereo unspecified)	i	0
Cc1c(NC(=O)COc2cccc(F)c2)c(=O)n(-c2ccccc2)n1C	i	-11
CC(=O)Nc1ccccc1OCC(=O)NC1CCCCC1C (stereo unspecified)	i	0
N#Cc1ccccc1OCC(=O)NC(=O)NC1CCS(=O)(=O)C1 (stereo unspecified)	i	-2
Cn1c(N)c(C(=O)COC(=O)Cc2cccs2)c(=O)n(C)c1=O	i	-11
O=C(COC(=O)c1cccc(F)c1)NCCC1=CCCCC1	i	-3
O=C1c2ccc(-c3ccc(F)cc3OCc3ccccc3)cc2S(=O)(=O)c2cccc(C(=O)N3CCN(c4ncc(Br)cn4)CC3)c21	i	0
O=C(CSc1ccccc1F)Nc1ccc2c(c1)OCO2	i	-5
Cc1cc(C)n(-c2ccc(C(=O)NCC(=O)Nc3cc(Cl)ccc3Cl)cc2)n1	i	?
O=C(CN1c2cccc3cccc(c23)S1(=O)=O)NC1CCCCC1	i	-5
NC(=O)C1CCN(c2nc(-c3ccc(F)cc3)cs2)CC1	i	-3
COc1cc(C)c(NC(=O)C2CCN(S(=O)(=O)c3cccs3)CC2)cc1OC	i	-10
Cc1cnc(C(=O)OCC(=O)c2c[nH]c3ccccc23)cn1	i	1
Cc1ccc(S(=O)(=O)N2CCOCC2)cc1NC(=O)COc1ccccc1Cc1ccccc1	i	9
Cc1cccc(N2CCN(C(=O)C3CC(=O)N(c4ccc5c(c4)OCCO5)C3)CC2C)c1 (stereo unspecified)	i	-3
C[C@H](CO)N1C[C@H](C)[C@@H](CN(C)S(C)(=O)=O)Oc2ccc(NC(=O)Cn3cnnn3)cc2C1=O	i	5
COC(C[C@H](O)C[C@H](O)[C@H](C)OCc1ccccc1)OC	i	2
CC1CC(C)(C)CC2(C1)NC(=O)N(CC(=O)N1CCN(S(=O)(=O)c3cccs3)CC1)C2=O (stereo unspecified)	i	8
O=C(CN1C(=O)NC2(CCCC2)C1=O)OCc1ccccc1F	i	-1
N#Cc1ccccc1OCC(=O)OCC(=O)c1c[nH]c2ccccc12	i	4
COc1cc2sc3cc(NCc4ccc5c(c4)OCO5)ccc3c(=O)c2cc1OC	i	3
Cc1ccccc1OCC(=O)N(Cc1nnc(-c2ccc(Cl)cc2)o1)C(C)C	i	-9
(list continues)
SMILES	ANO1 activ	HDAC3 inh
CN(Cc1ccccc1)C(=O)c1ccc(NC(=O)C2CCN(C(=O)OC(C)(C)C)CC2)cc1	i	7
Cn1c(CC(=O)NNC(=O)c2cccnc2)nc2ccccc21	i	5
Cn1nc(C(=O)NCC(=O)Nc2ccc(F)c(F)c2F)c2ccccc2c1=O	i	-1
O=C(c1cc(-c2ccc(F)cc2)nc2ccccc12)N1CCC1	i	1
CC(C)(CN1CCNCC1)NS(=O)(=O)c1ccc(Cl)cc1	i	0
COc1ccc(S(=O)(=O)N2CCN(C(=O)CSC(=S)N3CCCC3)CC2)cc1	i	5
CN(CC(=O)NCCCN1CCOCC1)S(=O)(=O)c1ccc(Cl)cc1	i	-9
COc1ccc(C(CNC(=O)CNC(=O)c2cccc(Cl)c2)N2CCCC2)cc1 (stereo unspecified)	i	0
O=C(Cn1ncc(Cl)c(Cl)c1=O)NC(=O)NC1CCCCC1	i	-5
Cc1sc2nc(CSCC(=O)Nc3ccc(C(=O)N(C)C)cc3)[nH]c(=O)c2c1C	i	2
COc1ccccc1NS(=O)(=O)c1cc(NC(=O)C2CCCO2)ccc1C (stereo unspecified)	i	-5
CCCN(C(=O)COc1ccc(C(C)=O)cc1OC)C1CCS(=O)(=O)C1 (stereo unspecified)	i	-2
CC1CCCCC1NC(=O)CN1C(=O)NC(C)(c2cc(F)ccc2F)C1=O (stereo unspecified)	i	0
O=C(COC(=O)c1ccc2ncsc2c1)NCc1ccc(F)cc1	i	-22
COc1ccc(S(=O)(=O)N2CCCCC2)cc1NC(=O)CCCOc1ccc(C)cc1	i	11
O=C1C=C(c2cccc(Br)c2)C[C@@H](c2ccc(F)cc2)C1	i	-3
Cn1cnc(C(=O)N2CCN(C(=O)OC(C)(C)C)CC2)c1C(=O)N1CCN(C(=O)OC(C)(C)C)CC1	i	5
CCC1CCc2sc(C(=O)NCC(c3ccccc3OC)N3CCCC3)cc2C1 (stereo unspecified)	i	2
COC(=O)C1=C(C)N(Cc2ccccc2)C(=NCCCOC(C)C)N[C@H]1c1ccccc1	i	3
C[C@@H](NC(=O)c1ncn(C)c1C(=O)N[C@H](C)c1ccccc1)c1ccccc1	i	10
O=C(NCC(=O)N1CCN(C/C=C/c2ccccc2)CC1)c1ccc(Br)cc1	i	2
CC1CCCCC1NC(=O)Cn1cnc2c1c(=O)n(C)c(=O)n2C (stereo unspecified)	i	-2
CSCCC(NC(=O)COc1ccccc1)C(=O)N(C)CC(=O)Nc1ccc(C)cc1 (stereo unspecified)	i	0
COC(=O)c1c(C)[nH]c(C(=O)C(C)OC(=O)c2cnc(C)cn2)c1C (stereo unspecified)	i	2
CC(=O)N1CCN(C(=O)COC(=O)CNC(=O)c2ccc(C)cc2)CC1	i	0
COc1ccc(-c2cc3ccc(F)cc3cn2)cc1	i	-5
Cc1ccc(S(=O)(=O)N(C)C)cc1NC(=O)C(C)OC(=O)C1CCCCC1 (stereo unspecified)	i	3
COc1cccc(-c2ccc3ncnc(NCc4ccc5c(c4)OCO5)c3c2)c1	i	6
COc1ccc([C@H]2CC(=O)C=C(c3ccc(Cl)cc3C)C2)cc1	i	1
O=C(COC(=O)CN1C(=O)C2CCCCC2C1=O)Nc1c(Cl)cccc1Cl (stereo unspecified)	i	1
O=C(COC(=O)/C=C/c1ccc(OC(F)F)cc1)NC(=O)NCc1ccccc1	i	5
COc1ccccc1NC(=O)COC(=O)/C=C/c1cccs1	i	-7
O=C(Nc1ccc(C(F)(F)F)cc1[N+](=O)[O-])O[C@H]1[C@H](Cc2ccccc2)NS(=O)(=O)[C@H]2C[C@@H]3C=C[C@]12O3	i	6
CSc1cccc(NC(=O)COC(=O)C2(c3ccccc3)CC2)c1	i	7
COc1cc(C(=O)OCC(=O)Nc2ccc(S(=O)(=O)N3CCCC3)cc2)cc(OC)c1OC	i	4
COc1ccccc1C(C)NC(=O)c1ccc(S(=O)(=O)NCc2ccco2)cc1 (stereo unspecified)	i	-9

3 entries drawn at random from those above, as already listed:
SMILES	ANO1 activ	HDAC3 inh
O=C(COC(=O)/C=C/c1ccc(OC(F)F)cc1)NC(=O)NCc1ccccc1	i	5
COc1ccc(-c2cc3ccc(F)cc3cn2)cc1	i	-5
CSc1cccc(NC(=O)COC(=O)C2(c3ccccc3)CC2)c1	i	7

The listing continues:
SMILES	ANO1 activ	HDAC3 inh
c1cc2c(cc1CNc1ccc(N3CCOCC3)cc1)OCO2	i	2
Cc1cccc(N(Cc2ccccc2)C(=O)CN2C(=O)NC3(CCCC3)C2=O)c1	i	4
COc1cc(NC(=O)COC(=O)c2cc(S(=O)(=O)N3CCOCC3)ccc2F)cc(OC)c1	i	-6
CSCCC(C(=O)N(C)CC(=O)Nc1cccc(F)c1)N1C(=O)c2ccccc2C1=O (stereo unspecified)	i	6
Cc1ccc(SCC(=O)Nc2cccc(S(=O)(=O)N3CCOCC3)c2)cc1C	i	3
Cc1nc(SCc2nc3c(C)cccc3[nH]2)c2oc3ccccc3c2n1	i	11
Cc1ccccc1OCC(=O)OCC(=O)NCc1ccccc1Cl	i	-10
O=C(COC(=O)c1ccc2ncsc2c1)NCc1ccccc1Cl	i	11
O=C(NCCOc1ccc(Cl)cc1)c1ccc2c(c1)OCCO2	i	5
CCOC(=O)c1c(C)[nH]c(C(=O)C(C)OC(=O)c2ccc(NC(=O)CC#N)cc2)c1C (stereo unspecified)	i	16
COc1ccccc1-c1nnc(SCC(=O)NNC(=O)c2ccccc2F)n1C	i	-6
Cc1noc(C)c1C(=O)N(CC(=O)Nc1ccc(Cl)c(C(F)(F)F)c1)Cc1ccco1	i	11

Gathered by group: the entries above with two or more sulfur atoms.
SMILES	ANO1 activ	HDAC3 inh
Cn1nnnc1Sc1ncnc2scc(-c3ccccc3Cl)c12	i	-1
Cc1cccc(C)c1NC(=O)CSc1nc2[nH]c(=O)cc(O)c2s1	i	-1
CS(=O)(=O)c1ccc(Cl)c(NC(=O)CN2CCN(C(=O)c3cccs3)CC2)c1	i	-1
O=C(Cc1ccc(S(=O)(=O)N2CCOCC2)s1)NNC(=O)c1ccccc1Cl	i	-3
COc1cc(C)c(NC(=O)C2CCN(S(=O)(=O)c3cccs3)CC2)cc1OC	i	-10
CC1CC(C)(C)CC2(C1)NC(=O)N(CC(=O)N1CCN(S(=O)(=O)c3cccs3)CC1)C2=O (stereo unspecified)	i	8
COc1ccc(S(=O)(=O)N2CCN(C(=O)CSC(=S)N3CCCC3)CC2)cc1	i	5
Cc1sc2nc(CSCC(=O)Nc3ccc(C(=O)N(C)C)cc3)[nH]c(=O)c2c1C	i	2
Cc1ccc(SCC(=O)Nc2cccc(S(=O)(=O)N3CCOCC3)c2)cc1C	i	3

(next part)
SMILES	ANO1 activ	HDAC3 inh
O=C(OCC(=O)N(Cc1ccccc1)Cc1ccccc1)c1ccccc1O	i	?
COc1cc(OC)cc(OC(=O)C2CCN(C(=O)c3ccc(Cl)cc3)CC2)c1	i	3
CN(C(=O)c1ccc(F)cc1)c1ccc(OCC(=O)Nc2ccccc2C(=O)O)cc1	i	14
CC(C)n1cnc2c(NCc3ccccc3)cc(N[C@H](C)CO)cc21	i	5

Not all compounds are listed, so the mix of outcomes need not match the whole.
